# LGR2 antag = Drosophila LGR2 receptor signaling inhibition; HEK293 LGR2, CRE-luciferase, bursicon-stimulated, 4 h; inhibition, % at 9.99 µM; 380,000 compounds, 0.35% hits; AID 720647;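 active = drop in luminescence signal, shown as inhibition above about 50% in the replicate tests, limit read from the data, passing the limit was not always enough; inconclusive = probably only some replicates passing the limit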;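 also: agonist challenge used bursicon conditioned medium at about half maximal strength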
# SIRT5 inh = blocks human SIRT5 desuccinylation of peptide; Purified SirT5, succinyl-peptide AMC, trypsin-coupled fluorescence; AID 652115; inhibition, % at 15 µM; Q9NXA8; 330,000 compounds, 1.1% hits; in the data active = inhibition above about 15%; inconclusive = no clear call, values can overlap the other calls
# Target sequence (Q9NXA8 whole entry, looked up): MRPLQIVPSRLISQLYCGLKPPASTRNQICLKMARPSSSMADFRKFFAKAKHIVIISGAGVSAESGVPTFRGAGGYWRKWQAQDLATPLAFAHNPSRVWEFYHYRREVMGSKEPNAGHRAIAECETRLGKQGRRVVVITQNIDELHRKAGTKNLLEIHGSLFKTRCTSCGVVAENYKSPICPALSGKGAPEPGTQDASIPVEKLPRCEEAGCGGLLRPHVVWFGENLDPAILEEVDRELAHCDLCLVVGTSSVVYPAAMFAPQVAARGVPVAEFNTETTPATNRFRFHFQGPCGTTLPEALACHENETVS
# EWS-Fli block = inhibitors of EWS/Fli oncoprotein transcriptional activity; A673 NR0B1-luciferase reporter, viability-normalised; inhibition, % at 12.6 µM; 350,000 compounds, 0.67% hits;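 active = mean inhibition of at least 50% after viability correction, with every replicate also passing that limit; inconclusive = mean reaches 50% but only one of two replicates passes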;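 also: firefly luciferase signal divided by Alamar Blue viability fluorescence both relative to DMSO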
# PAX8 inh HTS = PAX8 transcriptional activity inhibition; RMG-I TPO-luciferase reporter, SteadyGlo, 24 h; inhibition, % at 12.6 µM; 360,000 compounds, 1.2% hits;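 active = mean replicate inhibition at least 60% with every replicate also reaching 60%; inconclusive = only one of the two criteria is met; inactive = mean below 60% and not all replicates reaching 60%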;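 also: luciferase light reporting Pax8 driven TPO promoter activity; plate controls were median of neutral control wells for no effect and mitoxantrone controls for full effect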
# DENV2 CPE rescue = protects cells from dengue virus 2 cytopathic effect. DENV2-infected cells, cytopathic effect rescue, plate reader. CPE inhibition, % at 9.99 µM. 350,000 compounds, 1.7% hits. AID 651640; in the data active = CPE inhibition above about 20%, passing the limit was not always enough; inconclusive = no clear call, values can overlap the other calls; tested in BHK-21 cells;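 also: 0% = median of neutral control wells and 100% = median of positive control wells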
# Casp6 inh = caspase-6 (human) enzyme inhibition | purified caspase-6, Z-VEID-R110 cleavage fluorescence | inhibition, % at 12.5 µM | 350,000 compounds, 0.53% hits | AID 686996;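 active = mean inhibition across replicates at least about 35%, with every replicate also reaching that limit, limit read from the data; inconclusive = only one of the two criteria met; inactive = neither criterion met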;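 also: 0% = median of neutral control wells and 100% = no fluorescence left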
# Target sequence (P55212 24-179 limits assumed): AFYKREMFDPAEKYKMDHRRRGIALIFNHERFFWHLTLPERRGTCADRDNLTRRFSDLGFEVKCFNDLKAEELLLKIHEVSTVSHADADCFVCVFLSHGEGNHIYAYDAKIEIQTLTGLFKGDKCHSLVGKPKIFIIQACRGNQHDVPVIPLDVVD
# Target sequence (P55212 194-293 limits assumed): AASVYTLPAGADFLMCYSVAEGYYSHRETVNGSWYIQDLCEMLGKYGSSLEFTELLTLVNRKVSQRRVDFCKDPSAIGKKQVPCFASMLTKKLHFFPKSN
# ARNT TACC3 PPI = disruptors of human ARNT/TACC3 interaction; Q9Y6A5; AlphaScreen His-ARNT PAS-B/GST-TACC3 binding, luminescence; TACC3 fragment carries E629A point mutation; inhibition, % at 9.99 µM; 390,000 compounds, 0.66% hits; AID 623870;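 active = mean inhibition of replicates at least 50% and at least half of replicates each reaching 50%; inconclusive = half or more replicates reach 50% but mean below 50%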;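 also: 0% = complete ARNT plus TACC3 wells and 100% = ARNT alone without TACC3; many hits fall short of the cut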
# * hit, by the source's call; ? = inconclusive; / = not tested or not shown.
SMILES,LGR2 antag,SIRT5 inh,EWS-Fli block,PAX8 inh HTS,DENV2 CPE rescue,Casp6 inh,ARNT TACC3 PPI
C[C@H](CO)N1C[C@H](C)[C@H](CN(C)Cc2ccc(C(F)(F)F)cc2)OCc2ccccc2-c2c(n(C)c3ccccc23)C1=O,13,6,6,23,-9,1,/
O=C(c1ccc(F)cc1)N1CCOC(c2nc(-c3ccc(F)cc3)no2)C1 (centres undefined),-4,-2,-34,-79,11,-1,/
CCOC(=O)C1=C(CS(=O)(=O)c2ccccc2)NC(=O)NC1c1ccccc1OC (centres undefined),8,0,1,7,-4,2,3
Cc1ccccc1NC(=S)NCc1ccc2c(c1)cc(C)n2C,9,-7,-3,-20,-3,-4,5
Cc1ccc(-c2c(C)n([O-])c3c([n+]2=O)CCCCC3)cc1,-2,-4,-5,1,1,3,-7
C[C@@H]1CN([C@@H](C)CO)C(=O)c2cccc(NC(=O)c3nc4ccccc4s3)c2O[C@@H]1CN(C)Cc1ccc(C(F)(F)F)cc1,14,18*,14,/,1,0,9
C[C@H]1C[C@H]2[C@@H]3CCC4=CC(=O)C=C[C@]4(C)[C@@]3(Cl)[C@@H](O)C[C@]2(C)[C@@]1(O)C(=O)CO,3,-1,3,5,-11,4,-3
CCOc1ccccc1NC(=O)COc1cccnc1[N+](=O)[O-],3,6,-6,/,1,2,-1
COc1ccccc1CNC(=O)C[C@@H]1CC[C@@H]2[C@H](COC[C@@H](O)CN2Cc2ccccc2)O1,-1,0,/,/,3,0,-2
COc1cccc(NC(=O)C2(C)CCN2Cc2ccc(OC)c3ccccc23)c1 (centres undefined),-10,/,-5,-18,-4,-1,/
Cc1c(CC(=O)NCCCC(=O)O)c(=O)oc2cc3oc4c(c3cc12)CCCC4,9,-1,10,6,-3,30,-12
Cc1ccc(OCC(=O)N2C(C)CCCC2C)c([N+](=O)[O-])n1 (centres undefined),-2,0,4,-12,?,2,/
O=C(OCC(=O)N1CCOCC1)c1ccccc1OCc1ccc(Cl)cc1,6,/,-48,-56,6,-1,-1
COC(=O)C1=NNC2(c3ccc(C)cc3)C(=O)N(c3cccc(C)c3C)C(=O)C12 (centres undefined),3,/,/,1,/,/,5
CCC(=O)N1C[C@@H](O)COC[C@@H]2O[C@H](CC(=O)NC)CC[C@H]21,2,1,-2,-8,6,1,-5
Cc1ccccc1CC1(CO)CCCN(Cc2ccn[nH]2)C1 (centres undefined),24,5,7,5,-2,0,4
COc1ccc(NC2CCCN(C(=O)c3ccc(C)nc3)C2)cc1 (centres undefined),13,-2,-1,6,7,-2,-5
C[C@@H]1CCCCO[C@@H](CN(C)C(=O)c2ccncc2)[C@H](C)CN([C@@H](C)CO)C(=O)c2cc(NS(=O)(=O)c3cn(C)cn3)ccc2O1,7,-2,-14,1,-3,-2,6
C/C=C/c1ccc(OCc2cc(=O)n3cc(C)ccc3n2)c(OC)c1,14,-5,2,-8,12,0,0
Cc1oc2cc3oc(=O)c(CCC(=O)N(C)CC(=O)O)c(C)c3cc2c1C,8,-3,-4,-5,-6,-2,3
Cc1ccccc1Cn1c(=O)c2c(nc3n2CCN3Cc2ccco2)n(C)c1=O,-13,-3,-3,0,3,1,0
CCN(CC)S(=O)(=O)c1cc(NC(=O)CNc2cccc(S(=O)(=O)N3CCOCC3)c2)ccc1C,9,4,43,22,4,0,7
O=C(Cc1ccncc1)NCC[C@@H]1CC[C@@H](NC(=O)C2CCC2)[C@@H](CO)O1,3,3,6,-22,0,2,29
Cc1ccc(NC(=S)NCc2ccccc2Cl)c(C)c1,16,0,2,-12,0,2,-5
Cc1ccc(-c2csc(N=C(N)N)n2)c(C)c1,/,3,-36,-36,19,0,/
CN1CCCN(C(=O)CC2(CC(=O)O)CCCC2)CC1,18,-4,0,4,0,-4,-10
CCN1/C(=C/c2ccc3cc(C)ccc3[n+]2C)Sc2ccc3sccc3c21,5,-8,53*,100*,/,-17,3
Cc1nc2c(sc(=S)n2Cc2ccco2)c(=O)n1CC(=O)Nc1ccccc1,1,0,14,14,-1,2,-8
COc1ccc(N2CCN(CCNC(=O)c3ccc4c(c3)[nH]c(=S)n3c5ccccc5nc43)CC2)cc1,0,7,24,1,-7,3,1
CC(=O)Nc1cccc(C(=O)OCC(=O)N(c2ccccc2)C2CCS(=O)(=O)C2)c1 (centres undefined),-5,-5,-5,5,-9,0,11
O=C(C1CCCC1)N1CC[C@H]2[C@H](CO)Nc3ccc(C4=CCCCC4)cc3[C@H]21,13,-3,/,/,5,3,/
C[C@H](CO)N1C[C@H](C)[C@H](CN(C)Cc2cccc(F)c2)Oc2cc(C#Cc3ccccn3)ccc2S1(=O)=O,-5,8,0,/,0,-2,-4
COc1ccccc1NC(=O)N1C[C@H](O)COC[C@@H]2O[C@H](CC(=O)NCCc3ccncc3)CC[C@H]21,-10,3,-11,-10,2,0,2
CN(C(=O)COC(=O)c1ccccc1SCC(=O)N1CCCC1)C1(C#N)CCCCC1,-6,-3,0,13,2,-2,-1
Cc1cccc(OCC(=O)N(Cc2ccco2)c2c(N)n(Cc3ccccc3)c(=O)[nH]c2=O)c1,1,1,-6,19,6,15,-2
CC(C)(CNCc1ccccc1)NS(=O)(=O)c1ccccc1,5,4,-8,5,2,2,-22
C[C@@H]1CCCCO[C@@H](CN(C)C(=O)NC2CCCCC2)[C@@H](C)CN([C@@H](C)CO)C(=O)c2cc(NC(=O)Cc3ccccc3)ccc2O1,12,-3,3,/,-7,0,1
CC(=O)N1C[C@@H](CO)[C@@H](N(C)C(=O)c2ccco2)C[C@H]1c1ccccc1,6,0,0,-11,4,-1,/
CC(C)NC(=O)N(C)C[C@@H]1Oc2c(NS(=O)(=O)c3ccc(F)cc3)cccc2C(=O)N([C@@H](C)CO)C[C@@H]1C,19,-5,-3,8,-3,0,-1
COc1ccc(S(=O)(=O)N(C)C[C@H]2OCCCC[C@@H](C)Oc3ccc(NC(=O)C4CCCCC4)cc3C(=O)N([C@@H](C)CO)C[C@H]2C)cc1,7,3,-7,-6,-3,1,7
COc1cccc(CNC(=O)CSc2ccc(-c3ccco3)nn2)c1,19,-4,0,-4,-3,2,-4
CCCN1[C@@H]2Cn3c(ccc(/C=C/c4ccccc4)c3=O)[C@H]1[C@@H](C(=O)NCC1CC1)[C@@H]2CO,-22,-102,-7,-5,?,-2,-21
Cc1ccccc1NC(=O)c1cc[n+]([O-])cc1,13,1,-7,4,-1,-4,-3
CCc1ccc(N2CC(C(=O)N3CCCC3)CC2=O)cc1 (centres undefined),-16,-1,3,-10,-2,0,-50
CCCN(CC1CC1)C(=O)CCc1nnc(C(OC)c2ccccc2)o1 (centres undefined),-14,-1,-7,1,7,-3,0
O=C(O)C1=C[C@H](c2csc3ccccc23)C[C@H](OCc2ccc(CO)cc2)O1,-4,0,-10,-7,-4,4,5
COc1ccc(/C=C2/SC(=O)N(CCC(=O)Nc3ccc(S(=O)(=O)Nc4nccs4)cc3)C2=O)cc1,-21,/,/,-90,/,/,5
CCCCC(=O)Nc1ccc(C(=O)Nc2nnc(COC)s2)cc1,-5,2,-1,/,-8,2,-11
Cc1ccc(C(=O)CCC(=O)OCC(=O)NNC(=O)c2ccc([N+](=O)[O-])cc2)cc1,1,-4,-3,3,15,3,-7
CC1(C)CC(NC(=O)c2ccc(-c3ccc([N+](=O)[O-])cc3)o2)CC(C)(C)N1,2,2,6,-18,1,-4,5
# More compounds follow.
SMILES,LGR2 antag,SIRT5 inh,EWS-Fli block,PAX8 inh HTS,DENV2 CPE rescue,Casp6 inh,ARNT TACC3 PPI
COc1ccc(OC)c(C2CC(c3ccc(NS(C)(=O)=O)cc3)=NN2C(=O)c2ccccc2)c1 (centres undefined),8,0,4,27,0,1,-19
CC(C)C#Cc1ccc2c(c1)O[C@H](CN(C)Cc1ccccc1)[C@H](C)CN([C@@H](C)CO)S2(=O)=O,17,0,22,/,0,-2,-1
CCc1nc2c(=O)[nH]cnc2o1,2,0,-4,1,?,0,/
Cc1cc(NC(=S)N(CCN2CCOCC2)Cc2ccccc2F)ccc1Cl,12,-1,8,12,-3,1,-8
COc1ccccc1C#Cc1ccc([C@H]2[C@@H](C#N)N(C(=O)C3CC3)[C@@H]2CO)cc1,-2,-10,-9,-23,12,2,-4
CCOCC(=O)Nc1cc(C(=O)Nc2cccc(C)c2C)ccc1Cl,5,-7,-22,/,/,3,-10
O=C(C[C@H]1C[C@@H]2c3cc(NS(=O)(=O)c4ccc(F)cc4)ccc3O[C@@H]2[C@H](CO)O1)NCc1cccnc1,-10,-1,-5,-4,7,/,7
N/C(=N\N=Cc1ccc2c(c1)OCO2)NN=Cc1ccc2c(c1)OCO2,-27,-8,12,24,4,1,-3
C[C@@H]1CN([C@@H](C)CO)C(=O)c2cc(NC(=O)NC3CCCCC3)ccc2O[C@@H](C)CCCCO[C@@H]1CN(C)C(=O)CCC(F)(F)F,10,-3,3,/,-2,2,-5
O=C(NCC(c1ccco1)N1CCOCC1)c1ccc(Cl)cc1 (centres undefined),6,0,-4,1,-2,0,0

# Of the compounds above, four contain a nitro group on carbon:
SMILES,LGR2 antag,SIRT5 inh,EWS-Fli block,PAX8 inh HTS,DENV2 CPE rescue,Casp6 inh,ARNT TACC3 PPI
CCOc1ccccc1NC(=O)COc1cccnc1[N+](=O)[O-],3,6,-6,/,1,2,-1
Cc1ccc(OCC(=O)N2C(C)CCCC2C)c([N+](=O)[O-])n1 (centres undefined),-2,0,4,-12,?,2,/
Cc1ccc(C(=O)CCC(=O)OCC(=O)NNC(=O)c2ccc([N+](=O)[O-])cc2)cc1,1,-4,-3,3,15,3,-7
CC1(C)CC(NC(=O)c2ccc(-c3ccc([N+](=O)[O-])cc3)o2)CC(C)(C)N1,2,2,6,-18,1,-4,5

# (continued)
SMILES,LGR2 antag,SIRT5 inh,EWS-Fli block,PAX8 inh HTS,DENV2 CPE rescue,Casp6 inh,ARNT TACC3 PPI
Cc1ccc(NC(=O)CNC(=O)c2ccco2)cc1Cl,-34,1,-28,-42,2,0,-12
Cc1ccc(CN2CCC[C@]3(N[C@H](c4ccccc4)[C@@H]4C(=O)N(Cc5ccccc5)C(=O)[C@@H]43)C2=O)cc1,15,-6,-3,6,-10,5,/
CCCNC(=O)c1ccc2c(c1)S(=O)(=O)c1ccccc1C2=O,-24,-2,/,5,-5,0,-3
O=C(c1cccc(N2C(=O)C3C4C=CC(C4)C3C2=O)c1)N1CCN(c2ccc(F)cc2)CC1 (centres undefined),-17,-1,3,7,16,3,0
COc1cc(C(=O)Nc2cc(S(C)(=O)=O)ccc2Cl)ccc1OCC(=O)N1CCOCC1,3,-4,-2,-1,19,4,/
O=C(NCc1ccccc1)[C@H]1CCCN1C(=O)[C@H]1CCCN1C(=O)c1ccc(OC(F)(F)F)cc1,-8,/,-3,0,7,-6,/
COc1ccc(S(=O)(=O)N2CCN(C(=O)CC3CC4CCC3C4)CC2)cc1 (centres undefined),8,0,9,4,-1,1,-14
CC(=O)Nc1ccc2c(COC(=O)[C@@H](NS(=O)(=O)c3ccc(C)cc3)C(C)C)cc(=O)oc2c1,6,-4,10,3,7,2,2
COc1ccccc1NC(CC(=O)c1ccccc1)C(=O)OCC(=O)c1ccc(Br)cc1 (centres undefined),-43,/,-63,-97,/,/,/
O=C(NCc1ccco1)C(C(=O)c1ccc(F)cc1)n1ccccc1=O (centres undefined),-1,2,/,/,/,3,-11
CCNC(=O)C[C@@H]1CC[C@@H]2[C@H](COc3ccc(NC(=O)Cc4cccs4)cc3C(=O)N2C)O1,4,-4,0,12,6,1,8
CCCNC(=O)N1C[C@H]2[C@@H](c3ccccc31)[C@H](CO)N2C(=O)NC(C)C,6,/,6,-13,/,/,-10
Cc1sc2nc(NCCO)[nH]c(=O)c2c1C,/,1,-1,8,0,2,-10
NC(=O)CCC(NC(=O)c1ccc(Cl)cc1)C(=O)NCCc1ccc2c(c1)OCCO2 (centres undefined),-5,0,-5,-1,-10,2,0
Cc1ccc(S(=O)(=O)NC[C@H]2CC[C@H]3[C@H](CN3Cc3cc(F)ccc3F)O2)cc1,/,-4,5,/,8,0,/
COc1ccc2c3c([nH]c2c1)[C@H](CO)N(Cc1cccc(Cl)c1)CC31CCN(C)CC1,-6,5,-6,/,12,1,/
CC(C)[C@H](NS(=O)(=O)c1cccc(C(F)(F)F)c1)C(=O)OCC(=O)NC(=O)NCc1ccco1,4,2,14,2,8,1,/
